Screening data: PubChem, Sanford-Burnham Center for Chemical Genomics
HIV peptide binding: inhibitors of HIV fusion peptide binding, primary screen, biochemical, uHTS, fluorescence dequenching (AID 1986); cell-free peptide binding, fluorescence dequenching, 30 min; higher % means a stronger effect; inhibition, % at 20 µM; hits with a dose series show IC50 in µM; actives 0.3% (n = 290,000); in the data active = inhibition mostly above about 52%, no sharp cut-off; inactive = mostly below about 76%; also: some results filed as inactive read as strong as hits
NOD1 NF-kB reporter: inhibition of NOD1-driven NF-kB reporter – cell-based, luminescence, uHTS, primary screen (AID 1578); NOD1-driven NF-kB luciferase reporter cells, luminescence; higher % means a stronger effect; inhibition, % at 4 µM; hits with a dose series show EC50 in µM; actives 1% (n = 290,000); in the data active = inhibition mostly above about 36%, no sharp cut-off; inactive = mostly below about 34%;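 also: HEK-293T reporter cells stimulated with the NOD1 agonist gamma-tri-DAP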
GPR55 activation: selective activators of receptor GPR55 – imaging, U2OS cells, beta-arrestin-GFP redistribution, primary screen (AID 1961); U2OS GPR55 beta-arrestin-GFP redistribution imaging; higher % means a stronger effect; one-dose activation, % at 10 µM; EC50 in µM for titrated hits; actives 0.048% (n = 290,000);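 active = activation above 40% with more than 50 cells counted in the well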;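 also: U2OS osteosarcoma cells stably expressing GPR55 and beta-arrestin-GFP; plate controls were DMSO negative control for no effect and LPI positive control for full effect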
GPR35 arrestin U2OS: inhibition of zaprinast-stimulated GPR35 beta-arrestin translocation – imaging, U2OS, beta-arrestin-GFP, zaprinast agonist, primary screen (AID 2058) | U2OS GPR35 beta-arrestin-GFP translocation imaging, zaprinast antagonism; higher % means a stronger effect | inhibition, % at 10 µM, or IC50 in µM where a hit was titrated | actives 0.052% (n = 290,000);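 active = inhibition of at least 50% with at least 30 cells and total cytoplasm GFP at most 10,000,000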
GPR55 LPI antagonism: GPR55 antagonists blocking LPI-driven arrestin recruitment, primary screen, imaging, U2OS, beta-arrestin-GFP, LPI agonist (AID 2013) | one-dose inhibition, % at 10 µM; IC50 in µM for titrated hits | actives 0.13% (n = 290,000) | U2OS GPR55 beta-arrestin-GFP translocation imaging, LPI antagonism; higher % means a stronger effect;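 active = spots per cell inhibited over 60%, with over 100 cells counted and total cytoplasm intensity under 500,000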;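 also: U2OS cells stably carrying GPR55 and arrestin-GFP stimulated by 5 µM LPI near EC80; imaged beta-arrestin-GFP aggregate spots per cell after agonist stimulation; plate controls were LPI-stimulated DMSO wells for no effect and DMSO wells without LPI for full effect; some results filed as inactive read as strong as hits; confirmed hits need IC50 under 10 µM and bright autofluorescent wells are also inconclusive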
AID2073: inhibitors of Mint1-CaV2.2 protein interaction, biochemical, HTRF (AID 2073) | HTRF protein-protein interaction, Mint1-CaV2.2; higher % means a stronger effect | actives 0.19% (n = 290,000) | one-dose inhibition, % at 20 µM; IC50 in µM for titrated hits; in the data active = inhibition mostly above about 51%, no sharp cut-off; also: some results filed as inactive read as strong as hits
KOR beta-arrestin-1: kappa opioid receptor blockers – cell-based, luminescence, uHTS (AID 1778); KOR beta-arrestin recruitment, luminescence, antagonist mode; higher % means a stronger effect; inhibition, % at 10 µM, or IC50 in µM where a hit was titrated; actives 0.091% (n = 290,000); in the data active = inhibition above about 50%; also: strong numbers were not always called active
KOR beta-arrestin-2: kappa opioid receptor activators – cell-based, luminescence, uHTS, primary screen (AID 1777); KOR beta-arrestin recruitment, luminescence; higher % means a stronger effect; activation, % at 10 µM; hits with a dose series show EC50 in µM; actives 0.02% (n = 280,000); in the data active = activation above about 50%, passing the limit was not always enough; also: a part of the inactive calls stands beside numbers as strong as those of hits
SIAH1 antagonists: blockers of Siah-1 interaction with plectin peptide – biochemical, fluorescence polarization, rhodamine-plectin, uHTS, primary screen (AID 1817); Siah-1 / rhodamine-plectin peptide fluorescence polarization; higher % means a stronger effect; displacement, % at 20 µM; hits with a dose series show IC50 in µM; actives 0.02% (n = 290,000);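 active = displacement of at least 50% at 20 µM, with a fluorescence ratio check between 0.3 and a set limit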;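 also: plate controls were Siah plus tracer with DMSO for no effect and tracer alone without Siah for full effect; strong numbers were not always called active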
* = called active by the depositor; . = no result given; [ ] = another dose, or the depositor's remark.

GPR55 LPI antagonism | GPR35 arrestin U2OS | SIAH1 antagonists | KOR beta-arrestin-1 | KOR beta-arrestin-2 | AID2073 | NOD1 NF-kB reporter | GPR55 activation | HIV peptide binding | Molecule
-4% | -2% | 1% | -14% | 3.1% | -14% | -4% | 1.2% | 2.2% | Cc1occc1-c1nnc(SCC(=O)Nc2nccs2)n1Cc1ccco1
14% | -8% | 11% | -7% | 24% | 3% | -14% | -0.2% | 1.6% | CC(C)(C)C(=O)Nc1ccccc1C(=O)Nc1cccnc1
13% | 10% | 7% | 1% | -4.9% | 9% | -32% | -0.2% | 0.1% | O=C(CCNc1n[nH]c(=O)[nH]c1=O)N/N=C/c1ccc(C(F)(F)F)cc1
4% | 15% | -2% | -12% | 2.5% | -18% | 2% | -0.4% | -1.9% | CC(=O)c1c(N2CCOCC2)nc(=S)n(Cc2ccccc2)c1C
4% | -10% | -2% | 14% | -5.4% | -1% | 0% | -0.4% | -2.0% | CCN(CC)S(=O)(=O)c1ccc(OCC(=O)NC2CCS(=O)(=O)C2)c([N+](=O)[O-])c1 (configuration not stated)
-5% | 9% | 1% | -32% | 4.0% | 16% | 5% | 0.6% | -8.6% | COc1cc(NC(=O)c2cc3c(=O)n(C)c4ccccc4c3n2C)cc(OC)c1OC
-4% | 14% | -9% | 35% | 1.0% | 24% | 44%* | -0.5% | 1.1% | O=C(O)Cc1sc(-c2ccccc2Cl)nc1-c1ccccc1
-7% | 2% | -6% | 11% | 0.2% | 42% | 6% | 0.3% | -0.9% | COc1ccc(-c2cc(CCCC(=O)NCCc3ccccc3)no2)cc1
7% | -19% | 2% | -8% | -2.4% | 0% | 3% | 0.5% | 2.2% | CCO[C@H]1OC(C(=O)N2CCCCCCC2)=C[C@@H](c2coc3ccccc3c2=O)[C@@H]1CCCO
12% | 9% | -8% | -29% | 1.5% | 2% | 20% | -0.2% | -0.7% | Cc1cc(NC(=O)c2cc(C)on2)n(-c2ccccc2)n1
15% | -19% | -1% | -4% | 4.9% | 10% | -41% | 0.2% | 0.4% | O=C(Nc1ccccn1)c1ccc(Cl)c(S(=O)(=O)N2CCOCC2)c1
2% | 17% | -4% | 21% | -0.9% | 3% | -30% | 0.2% | -2.5% | O=C(NNc1c2ccccc2nc2ccccc12)c1cccc(O)c1
9% | -7% | 2% | -8% | 3.0% | 4% | -36% | -0.1% | -0.5% | CC(C)CC(O)C1CCN(C(=O)CCc2nnc(-c3ccc4c(c3)OCO4)o2)CC1 (configuration not stated)
5% | 15% | -4% | -10% | -3.7% | 12% | -25% | -0.1% | -1.1% | COc1cc(C)c(NC(=O)Cc2ccsc2)cc1OC
5% | -13% | -10% | 23% | -3.0% | 4% | -46% | 0.2% | -2.5% | Cc1ccc(-n2c(N)c(-c3nc4ccccc4n3C)sc2=S)cc1
19% | -1% | -2% | 6% | -3.6% | 3% | -13% | 0.0% | -0.9% | Cc1noc(C)c1CCC(=O)N1CCCC(N2CCN(c3ccc(F)cc3)CC2)C1 (configuration not stated)
11% | -5% | -3% | -12% | -2.1% | 20% | -25% | 0.2% | -0.4% | CCOCCOC(=O)c1[nH]c2c(c1C)C(=O)CC(c1ccc(N(C)C)cc1)C2 (configuration not stated)
1% | -2% | -2% | -20% | 2.5% | 3% | -26% | 0.0% | 1.0% | CCN1CCN(CCCNC(=O)c2ccc3c(=O)n(CCc4ccccc4)c(=O)[nH]c3c2)CC1
12% | -2% | 5% | -25%[20 µM] | . | 7% | -2% | -0.1% | -1.4% | COCc1ccc(CN2CCCC(CO)(Cc3ccccc3C)C2)o1 (configuration not stated)
7% | -6% | 1% | 19%[20 µM] | . | 2% | -27% | -0.1% | 1.0% | CCN1CCN(c2ccc(N=Cc3ccccc3O)cc2)CC1
16% | 15% | 2% | 15% | 9.2% | -7% | -10% | 0.5% | 0.5% | Nc1cc(-c2cccc(Br)c2)nn1Cc1ccccc1
1% | 22% | -5% | 36% | -6.4% | 11% | -25% | -0.1% | 2.8% | CC(C)Oc1ccc(C(=O)N/N=C/c2ccc(-c3ccc(S(=O)(=O)Nc4ncccn4)cc3)o2)cc1
-1% | 10% | -6% | -7% | -2.2% | -4% | -22% | -0.2% | -3.7% | CS(=O)(=O)N1CCN(c2ccc(NC(=O)c3ccc(Br)o3)cc2)CC1
5% | -5% | -7% | -19% | 2.0% | -6% | 35% | -0.2% | -0.8% | O=C(CSc1nc2ncc(Cl)cc2[nH]1)NC1CCS(=O)(=O)C1 (configuration not stated)
17% | -3% | 4% | -1% | -5.6% | -2% | -30% | -0.2% | -2.1% | O=c1c2ccccc2oc2nc3n(c(=O)c12)CCCS3
-6% | -7% | -2% | -5% | 4.1% | 3% | -31% | -0.2% | 3.6% | OC(Cn1nnc2ccccc21)Cn1c(C(F)(F)F)nc2ccccc21 (configuration not stated)
-13% | 5% | 4% | -5%[20 µM] | -0.9% | 1% | -33% | -0.2% | 0.7% | CCOc1ccccc1N1C(=O)CC(Sc2nccc(C)n2)C1=O (configuration not stated)
-1% | -13% | 2% | 37% | -3.3% | -6% | -38% | -0.1% | -3.1% | O=C(NNC(=S)Nc1ccc(F)cc1F)c1ccco1
11% | 5% | 6% | 6% | 2.1% | 7% | -31% | 1.3% | 0.0% | CCCCN(C)C(=O)C1CCN(Cc2cccc(OCc3ccccc3)c2)CC1
5% | -2% | 2% | 12% | -0.5% | 14% | -8% | 0.3% | 0.5% | CCCCOC(=O)CCN1C(=O)/C(=C2\SC(=S)N(CCC(=O)OCCCC)C2=O)SC1=S
8% | 3% | 1% | 32% | -3.2% | 2% | -9% | -0.2% | 2.4% | Cc1cc(-c2ccccc2)nc(N2CCC(C(=O)NC34CC5CC(CC(C5)C3)C4)CC2)n1
5% | -9% | 4% | -6% | -4.6% | -2% | -1% | -0.1% | 5.3% | O=C(/C=C/c1ccco1)N(Cc1ccccc1F)C1CCS(=O)(=O)C1 (configuration not stated)
6% | 5% | 4% | 26% | -0.5% | -9% | -20% | 0.0% | -0.9% | COc1ccc(C(=O)OCCCOC(=O)c2ccc(OC)cc2OC)c(OC)c1
13% | -17% | -1% | 13% | 5.3% | 9% | -34% | -0.1% | 4.2% | CC(C)Cn1c(N)c(C(=O)COC(=O)c2cc(-c3ccccc3)nc3ccccc23)c(=O)n(C)c1=O
10% | -1% | -1% | 3% | -7.3% | -16% | -11% | -0.4% | -2.9% | O=C(NCCCl)NNc1c(Cl)cc(Cl)cc1Cl
-9% | -4% | 2% | -16% | 6.0% | 0% | -11% | -0.2% | 0.4% | Cc1cc(-c2nn(C)c(=O)c3ccccc23)cc(C)c1O
40% | -14% | 1% | 28% | -3.8% | 40% | -4% | -0.1% | 1.1% | CCOC(=O)c1c2ccc(OCC(=O)N/N=C/c3ccc(Cl)cc3)cc2n2ccccc12
-2% | 7% | 12% | -8% | -0.8% | -1% | 12% | -0.3% | 5.9% | CC(Oc1ccc(Cl)cc1)C(=O)Nc1ccc(S(=O)(=O)Nc2nccs2)cc1 (configuration not stated)
24% | 16% | 19% | -18% | 2.5% | 14% | 0% | -0.1% | 1.0% | O=C(N/N=C/c1ccc2cccc(OCc3ccccc3)c2n1)c1ccc(Br)cc1
5% | 14% | -2% | 11%[20 µM] | 0.5% | -16% | -18% | 0.7% | -1.0% | CC1=NN(C(=S)Nc2ccccc2)C(C)(C)C1
2% | 1% | 0% | 41% | -0.7% | -7% | -27% | -0.1% | -2.8% | CCOc1ccccc1NC(=O)CSc1nccn1-c1ccccc1
2% | -12% | 0% | -16% | -2.1% | -7% | -23% | -0.2% | -1.1% | O=C(NCc1cccnc1)Nc1ccc(Cl)cc1Cl
11% | -8% | 2% | -6% | -1.9% | 3% | -8% | -0.1% | -0.5% | Cc1cc(C)c(NC(=O)CSc2nc3ccncc3[nH]2)c(C)c1
1% | -6% | 4% | -48% | 1.5% | -2% | -8% | -0.1% | 11% | CCCn1c(NC(=O)C2CCN(C(=O)c3ccc(F)cc3)CC2)nc2ccccc21
10% | 9% | -5% | 15%[20 µM] | . | -7% | -20% | -0.1% | -0.7% | CC(C)CCN1CCN(Cc2cccn2-c2nccs2)CC1CCO (configuration not stated)
4% | 5% | 2% | 30% | -0.6% | 6% | 6% | 0.1% | 2.4% | COc1ccc(-c2n[nH]c(=S)n2-c2ccc3c(c2)OCCO3)cc1
10% | -8% | 6% | 19% | 8.6% | 37% | -24% | 0.1% | 4.8% | CC1=C(C(=O)Nc2nc3ccccc3s2)C(c2ccco2)C(C#N)=C(SCC(=O)NC2CCCCC2)N1 (configuration not stated)
-6% | -2% | -6% | -12% | 1.9% | -11% | 38% | 0.0% | -4.6% | Cc1ccccc1CSCC(=O)c1c(N)n(CC(C)C)c(=O)n(C)c1=O
3% | -6% | 3% | 52% | -4.3% | 2% | -24% | -0.1% | -1.4% | O=C(c1nc2ccccc2s1)N1CCSCC1
-21% | -7% | -1% | -11% | 7.1% | -9% | -15% | -0.1% | 1.7% | CCOc1cccc(CN2CCCC(C(=O)Nc3cccc(-n4cccn4)c3)C2)c1 (configuration not stated)

2 compounds picked at random from those above, as already listed:
GPR55 LPI antagonism | GPR35 arrestin U2OS | SIAH1 antagonists | KOR beta-arrestin-1 | KOR beta-arrestin-2 | AID2073 | NOD1 NF-kB reporter | GPR55 activation | HIV peptide binding | Molecule
24% | 16% | 19% | -18% | 2.5% | 14% | 0% | -0.1% | 1.0% | O=C(N/N=C/c1ccc2cccc(OCc3ccccc3)c2n1)c1ccc(Br)cc1
-4% | -2% | 1% | -14% | 3.1% | -14% | -4% | 1.2% | 2.2% | Cc1occc1-c1nnc(SCC(=O)Nc2nccs2)n1Cc1ccco1

(list continues)
GPR55 LPI antagonism | GPR35 arrestin U2OS | SIAH1 antagonists | KOR beta-arrestin-1 | KOR beta-arrestin-2 | AID2073 | NOD1 NF-kB reporter | GPR55 activation | HIV peptide binding | Molecule
7% | 7% | 2% | 14% | 2.8% | 9% | -32% | 0.0% | -1.5% | CN(Cc1nccs1)C(=O)C1CCC(=O)N(CCc2cccc(F)c2)C1 (configuration not stated)
65%* | -8% | 1% | 4% | 6.1% | 9% | -40% | 2.5% | 29% | N=c1n(CC(=O)c2ccc([N+](=O)[O-])cc2)c2ccccc2n1Cc1ccc(Cl)cc1
-6% | -7% | -4% | 13% | -8.2% | -18% | 5% | 0.3% | 13% | CC1CCCC(C)N1/N=C/c1ccc(O)c(O)c1 (configuration not stated)
2% | 4% | 0% | -13% | 1.0% | -2% | . | -0.1% | -3.4% | CCOc1ccc(C(c2c(O)nc(SC)n(C)c2=O)c2c(O)nc(SC)n(C)c2=O)cc1
-6% | 1% | 4% | 35% | 0.9% | -1% | -39% | -0.1% | -3.4% | CCOc1ccc(C(=O)N2CCN(c3ccccc3)CC2)cc1OCC
-3% | 7% | -2% | 8% | 0.7% | 10% | -8% | -0.2% | 1.4% | CCOc1ccc(CC(=O)N/N=C/c2cccnc2)cc1
10% | -9% | 6% | 6% | -1.6% | 3% | -16% | -0.1% | -2.0% | COc1ccc(C(=O)C2CCCN(C(=O)c3ccc(CSC)o3)C2)cc1F (configuration not stated)

This is a subset, so the mix of outcomes need not match the whole.
